# Bioassay records from PubChem BioAssay.
# m5-HT2A agonist – mouse HTR2A agonism via beta-arrestin recruitment | CHO-K1 mHTR2A beta-arrestin complementation, luminescence; percent of 30 µM serotonin response | 360,000 tested, 0.66% active | activation, % at 7.6 µM | P35363;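 active = activation above a run cutoff, the mean activation of all tested compounds plus 3 SD, cut at about 14% in these data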;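 also: 0% = plate median of compound wells and 100% = 30 µM serotonin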
# NR2E3 ag-1 – human photoreceptor-specific nuclear receptor agonism | Q9Y5X4 | CHO-S Gal4-NCOR/VP16-NR2E3 two-hybrid, luciferase | inhibition of corepressor binding, % at 3.98 µM | 360,000 tested, 0.35% active | AID 602229;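 active = inhibition above the mean of all tested compounds plus 3 SD, cut at about 70% in these data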;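 also: 0% = DMSO with NR2E3 transfected cells and 100% = cells lacking NR2E3 construct; higher means lower luciferase signal from less NR2E3 corepressor binding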
# Target sequence (Q9Y5X4 whole entry, looked up, the tested form may be a part): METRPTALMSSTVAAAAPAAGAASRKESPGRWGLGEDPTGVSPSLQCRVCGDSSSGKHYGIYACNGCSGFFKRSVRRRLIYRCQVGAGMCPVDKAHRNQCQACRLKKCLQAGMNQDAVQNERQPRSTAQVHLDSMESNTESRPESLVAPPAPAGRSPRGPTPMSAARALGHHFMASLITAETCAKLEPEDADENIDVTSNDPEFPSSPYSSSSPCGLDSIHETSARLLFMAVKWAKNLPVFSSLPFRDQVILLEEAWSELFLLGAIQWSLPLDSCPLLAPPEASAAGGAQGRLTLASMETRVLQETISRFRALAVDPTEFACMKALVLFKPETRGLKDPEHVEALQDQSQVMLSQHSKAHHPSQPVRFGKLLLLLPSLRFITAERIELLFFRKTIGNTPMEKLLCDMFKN
# TRPM1 prom inh – inhibitors of MITF-driven TRPM1 promoter in melanoma cells; SK-MEL-5 TRPM1 promoter luciferase, 24 h; inhibition, % at 12.5 µM; 330,000 tested, 0.83% active; AID 488899;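 active = mean inhibition across replicates of 60% or more, whatever share of single replicates reaches that level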; also: values of inactives mirror those of a sister screen read the other way
# H9c2 protect – myocardial damage modulation in H9c2 cells; H9c2 cardiomyocytes, H2O2 injury protection, ATPLite, 2 h; protection from H2O2 cell death, % at 20 µM; 360,000 tested, 0.63% active;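 active = compounds giving at least 50% protection of heart cells from peroxide-induced death in the single-dose screen, raw or plate-pattern-corrected value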;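 also: 0% = DMSO wells with peroxide and 100% = DMSO wells without peroxide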
# PDI turbidity – blocks human protein disulfide isomerase activity | P07237 | PDI insulin aggregation turbidity, A650, 90 min | inhibition, % at 10 µM | 350,000 tested, 0.052% active | AID 588391;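 active = mean inhibition across replicates of 30% or more, whatever share of single replicates reach that level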;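 also: absorbance from insulin aggregation driven by PDI reduction with DTT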
# Target sequence (P07237 whole entry, looked up): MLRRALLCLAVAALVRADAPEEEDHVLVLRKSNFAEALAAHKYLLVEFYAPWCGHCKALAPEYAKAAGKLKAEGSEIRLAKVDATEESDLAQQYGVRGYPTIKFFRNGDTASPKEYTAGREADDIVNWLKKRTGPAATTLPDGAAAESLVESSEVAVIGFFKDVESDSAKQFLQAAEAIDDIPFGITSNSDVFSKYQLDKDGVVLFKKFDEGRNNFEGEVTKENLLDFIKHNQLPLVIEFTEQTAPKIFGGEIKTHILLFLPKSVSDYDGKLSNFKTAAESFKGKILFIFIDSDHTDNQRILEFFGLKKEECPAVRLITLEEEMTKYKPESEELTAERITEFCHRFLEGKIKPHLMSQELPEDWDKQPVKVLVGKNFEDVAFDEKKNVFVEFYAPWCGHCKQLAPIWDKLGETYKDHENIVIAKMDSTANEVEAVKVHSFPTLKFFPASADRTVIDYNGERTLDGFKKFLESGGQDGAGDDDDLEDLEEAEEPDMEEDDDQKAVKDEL
# Peg3 prom inh – Peg3 promoter activity inhibition; HeLa PEG-Prom luciferase reporter, luminescence, overnight; inhibition, % at 20 µM; 360,000 tested, 1.7% active;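 active = inhibition of at least 50% at 20 µM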
# hiPSC survival – hiPSC single-cell survival enhancement; survival enhancement, % at 20 µM; ATPlite luminescence; 100% = ROCK inhibitor wells, 0% = DMSO; 360,000 tested, 0.044% active; AID 602274; in the data active = survival enhancement above about 18%;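 also: cells exposed to compounds for 16 hours before the ATP read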
# NR2E3 ag-2 – activates human photoreceptor nuclear receptor NR2E3; 320,000 tested, 0.12% active; Q9Y5X4; inhibition of corepressor binding, % at 4.78 µM; AID 2300; GST-NR2E3/biotin-RetCOR TR-FRET, 1536-well;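 active = percent inhibition above the cutoff of mean plus 3 SD of all tested compounds, set per screening campaign, cut at about 20% in these data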;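 also: 0% = DMSO wells and 100% = biotin wells as full block of FRET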
#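 Material: NR2E3–RetCOR corepressor complex / Incubation: Compound–protein incubation for 5 h at 4 °C / Dosing: compound at 4.8 µM, single dose / Detection: time-resolved FRET / Benchmarks: high control biotin, low control 0.6% DMSO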
# HIF-2a inh – inhibitors of HIF-2a; 786-0 RCC cells HIF-2a reporter, luciferase luminescence, overnight; inhibition, % at 18.8 µM; 360,000 tested, 0.72% active;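 active = inhibition of the luminescence signal of 40% or more relative to plate controls, in a single-dose primary screen at 18.75 µM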
# Shn3 3UTR inh – inhibitors of Schnurri-3 3'UTR reporter in osteoblasts; Clone20 osteoblast Shn3 3'UTR firefly luciferase, 24 h; inhibition, % at 12.5 µM; 360,000 tested, 0.52% active;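 active = mean inhibition of at least 75% with every replicate also reaching 75%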;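 also: 0% = median of neutral control wells and 100% = pilot-screen positive control compound; some compounds past the cut are filed as inactive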
# CaV13 FRET inh – Primary screen for inhibitors of IQ motif and Ca2+-dependent inactivation inhibitor domain binding in CACNA1D, Förster resonance energy transfer in living cells, …; 340,000 tested, 0.098% active; HEK cells, CFP/YFP FRET ICDI-IQ, plate reader, 10 min; percent FRET-ratio fall versus neutral wells; inhibition, % at 12.3 µM; AID 743397;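 active = mean replicate inhibition of at least 30% and at least 1% of replicates passing that level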;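 also: 0% = median of the neutral control wells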
# The depositor's hits bear a star; x = no result given.
SMILES,m5-HT2A agonist,NR2E3 ag-1,TRPM1 prom inh,H9c2 protect,PDI turbidity,Peg3 prom inh,hiPSC survival,NR2E3 ag-2,HIF-2a inh,Shn3 3UTR inh,CaV13 FRET inh
Cc1ccc2nc(N(CCCN(C)C)C(=O)c3cc(-c4cccs4)nc4ccccc34)sc2c1,-22,-26,44,-14,-3,107*,-0.5,-4,-1,-3,-3
COc1ccc(N2CC(NC(=O)Nc3ccccc3)CC2=O)cc1 (stereo not drawn),2,-14,-4,0,-1,6,-0.7,1,19,x,-2
O=C(COc1ccccc1Cl)N1CCN(c2ncccn2)CC1,-2,-22,5,-3,-1,3,0.3,6,8,6,-8
CN(C)S(=O)(=O)c1ccc(C(=O)Nc2ccccc2C(=O)NCCCN2CCOCC2)cc1,-2,9,5,0,-2,1,0.6,2,-2,4,-4
CCCn1c(N)c(C(=O)CN(C)CC(=O)Nc2ccc(C)cc2)c(=O)[nH]c1=O,3,10,-3,2,-22,23,-0.5,x,20,2,-2
CN1C(=O)S/C(=C/c2cccnc2)C1=O,3,-29,6,4,2,1,-0.4,-2,8,-4,-4
NS(=O)(=O)c1ccc(NC(=O)COC(=O)CNC(=O)C23CC4CC(CC(C4)C2)C3)cc1,-14,-1,3,9,-2,2,0.0,1,6,-36,-6
CC(=O)c1c(C)nc(C)nc1NC(=O)Cc1ccccc1,1,-18,1,-2,-3,-2,-1.5,-1,9,-6,-1
O=C(NC(=S)Nc1nc2ccc(F)cc2s1)c1ccco1,5,-73,-11,-26,-5,-166,-1.8,1,-212,-40,-1
Cc1cnc(C)c(N2CCN(Cc3nc(-c4ccc(C)o4)oc3C)CC2)n1,0,-12,10,18,4,-1,-2.8,1,16,-27,-6
COc1cc(/C=C2\SC(=S)N(Nc3ccccc3)C2=O)ccc1O,-11,-19,-84,-19,-4,-237,-1.0,2,-254,-87,-7
CCc1cccc(CC)c1NC(=O)CSc1nnc(C2CC2)n1N,2,7,0,5,-8,1,-0.3,x,2,8,-3
Cc1ccc(S(=O)(=O)Nc2ccc(S(=O)(=O)Nc3ncccn3)cc2)cc1,1,2,9,7,-9,-1,-0.2,-4,6,-1,x
Cc1ccc(-c2cc(NC(=O)CSc3n[nH]c(N)n3)n(-c3ccccc3)n2)cc1,1,-2,-21,-8,2,-22,-1.2,-2,-46,-12,-3
CS(=O)(=O)c1ccc(C(=O)Nc2cc(-c3ccccc3)nn2-c2ccccc2)cc1,3,3,-11,-2,-5,-4,4.6,1,-20,10,-5
Cc1cc(C)n2ncc(C(=O)NCCc3ccccc3)c2n1,-2,-35,-31,-6,0,-66,-1.6,1,-92,-11,-5
Cc1cc(C)nc(Nc2cccc(Cl)c2)n1,3,-26,-42,-2,4,-48,-0.2,x,-50,-7,-2
COc1cc(C2NC(=O)NC(c3ccccc3)=C2C(C)=O)c(Cl)cc1OCC(=O)O (stereo not drawn),-1,14,10,4,0,6,0.9,1,22,-14,-4
Fc1ccccc1/C=C1\CCCC2=C1NC(=S)NC2c1ccccc1F (stereo not drawn),-6,-15,15,-17,-1,6,-2.3,4,11,25,-6
CCC(CC)C(=O)Nc1nnc(S(=O)(=O)N(CC)c2ccc(OC)cc2)s1,3,14,1,-8,12,17,0.3,x,18,8,-3
O=C(N1CCOCC1)N1CCN(C(=O)N(c2ccccc2)c2ccccc2)CC1,1,-23,0,0,7,0,-1.2,-1,-6,7,x
CCc1nc2c(OCCC3CCCCC3)cccn2c1N(C)C(=O)c1ccc(C)cc1,-11,-9,x,-16,-8,25,2.9,x,14,12,-3
O=C(NCCCn1ccnc1)c1ccc(Cl)s1,6,-12,9,-7,5,15,0.9,0,-14,1,-6
Fc1cccc(/C=N/Nc2ccccn2)c1,0,-80,-90,-10,1,-258,1.2,3,-254,-37,1
O=C(Nc1ccccc1-c1nc2ccccc2[nH]1)c1ccc(S(=O)(=O)N2CCCCC2)cc1,0,-8,-6,-1,2,6,-2.7,x,-12,20,-3
Cc1cccc(NS(=O)(=O)c2csc(C(N)=O)c2)c1C,2,-8,2,9,5,12,0.5,-2,13,12,-4
COc1ccc(C(=O)N/C(=C\c2cccs2)C(=O)N2CCN(C)CC2)cc1OC,-6,-17,-3,4,1,7,-0.4,-5,10,-10,-6
CCOC(=O)C1=C(C)C2C3C(=O)N(c4ccc(C)cc4C)C(=O)C3C1(C)C1C(=O)N(c3ccc(C)cc3C)C(=O)C21 (stereo not drawn),-1,-10,-11,0,-12,22,0.3,1,14,2,-17
CCCn1c(N)c(C(=O)CSc2nc3ccccc3c(=O)n2Cc2ccccc2)c(=O)[nH]c1=O,2,-3,3,-3,1,30,6.5,0,22,30,-8
CCOc1ncccc1C(=O)OCc1c(Cl)cccc1Cl,4,5,2,-2,13,0,0.8,0,14,1,-5
CC(C)(C)n1nnnc1C(c1cccc(C#N)c1)N1CCN2CCCC2C1 (stereo not drawn),-8,16,6,-3,5,-6,4.2,0,6,4,-5
O=C(Cc1cccs1)NCc1cccc(F)c1,6,-11,-19,4,-1,-52,0.3,0,-87,-8,0
O=c1[nH][nH]cc1C=NCc1cccnc1,1,-14,2,1,-2,5,13,2,9,-3,-6
CC1C(=O)CC(c2ccccc2)NC1c1ccccc1 (stereo not drawn),2,-13,-1,4,0,12,1.0,0,18,6,-3
CCC(=O)Nc1cccc(-c2nc3ncccc3o2)c1C,1,-1,-12,5,-5,-18,-0.4,-3,-40,30,-19
CCCc1[nH]nc2c1C1(CCOC1C)C(C#N)=C(N)O2 (stereo not drawn),1,5,-1,7,3,18,-1.9,5,11,-4,-3
NC(=O)c1ccc(N2CCN(c3ccc(O)cc3)CC2)c([N+](=O)[O-])c1,-4,-3,-3,2,-5,18,0.4,3,1,-2,-5
NC(=O)COC(=O)c1ccc(Cl)c(S(=O)(=O)N(Cc2ccccc2)c2ccc(Cl)cc2)c1,-2,-3,11,0,2,15,1.3,3,-9,3,-17
O=C(Cc1nnc(NC(=O)Nc2ccccc2)s1)NCc1ccccc1,4,0,-6,2,-10,19,1.1,3,10,8,4
CN(c1ccccc1)c1ccc(/C=C(/CCC(=O)O)c2nc3ccccc3s2)cc1[N+](=O)[O-],7,67,11,-4,-8,57*,0.4,x,13,1,-6
Brc1ccc(C2Nc3cccc4cccc(c34)N2)o1,5,4,16,-6,-2,-6,-0.8,-1,10,-4,x
Cc1nn(CC(=O)Nc2ccc3c(c2)CCC3)c(C)c1[N+](=O)[O-],-17,-19,-6,2,1,0,-0.5,0,-27,0,-2
S=C(Nc1ccccc1Cl)N(Cc1ccccc1)Cc1ccccn1,-6,4,9,-5,-2,9,-0.4,-3,4,1,-7
O=C(CC1C(=O)NCCN1C(=O)c1ccc(Cl)cc1)Nc1ccc(F)cc1 (stereo not drawn),9,-5,2,6,9,-14,-0.4,0,10,-24,x
COc1cccc([C@@H]2CC=C(C(=O)O)CN2S(=O)(=O)c2ccc(C)cc2)c1,3,0,1,-2,2,-3,-2.0,0,10,-25,-10

# Molecules listed so far that contain an aryl thioether with sulfur outside any ring:
SMILES,m5-HT2A agonist,NR2E3 ag-1,TRPM1 prom inh,H9c2 protect,PDI turbidity,Peg3 prom inh,hiPSC survival,NR2E3 ag-2,HIF-2a inh,Shn3 3UTR inh,CaV13 FRET inh
CCc1cccc(CC)c1NC(=O)CSc1nnc(C2CC2)n1N,2,7,0,5,-8,1,-0.3,x,2,8,-3
Cc1ccc(-c2cc(NC(=O)CSc3n[nH]c(N)n3)n(-c3ccccc3)n2)cc1,1,-2,-21,-8,2,-22,-1.2,-2,-46,-12,-3
CCCn1c(N)c(C(=O)CSc2nc3ccccc3c(=O)n2Cc2ccccc2)c(=O)[nH]c1=O,2,-3,3,-3,1,30,6.5,0,22,30,-8

# Returning to the listing; the 7 compounds before the break are reprinted first.
SMILES,m5-HT2A agonist,NR2E3 ag-1,TRPM1 prom inh,H9c2 protect,PDI turbidity,Peg3 prom inh,hiPSC survival,NR2E3 ag-2,HIF-2a inh,Shn3 3UTR inh,CaV13 FRET inh
O=C(Cc1nnc(NC(=O)Nc2ccccc2)s1)NCc1ccccc1,4,0,-6,2,-10,19,1.1,3,10,8,4
CN(c1ccccc1)c1ccc(/C=C(/CCC(=O)O)c2nc3ccccc3s2)cc1[N+](=O)[O-],7,67,11,-4,-8,57*,0.4,x,13,1,-6
Brc1ccc(C2Nc3cccc4cccc(c34)N2)o1,5,4,16,-6,-2,-6,-0.8,-1,10,-4,x
Cc1nn(CC(=O)Nc2ccc3c(c2)CCC3)c(C)c1[N+](=O)[O-],-17,-19,-6,2,1,0,-0.5,0,-27,0,-2
S=C(Nc1ccccc1Cl)N(Cc1ccccc1)Cc1ccccn1,-6,4,9,-5,-2,9,-0.4,-3,4,1,-7
O=C(CC1C(=O)NCCN1C(=O)c1ccc(Cl)cc1)Nc1ccc(F)cc1 (stereo not drawn),9,-5,2,6,9,-14,-0.4,0,10,-24,x
COc1cccc([C@@H]2CC=C(C(=O)O)CN2S(=O)(=O)c2ccc(C)cc2)c1,3,0,1,-2,2,-3,-2.0,0,10,-25,-10
COc1cccc(OC)c1C(=O)NCc1ccco1,2,-36,x,-2,-2,-1,4.4,x,-1,-34,-4
CC(C)CCNC(=O)COc1ccc2c(c1)C(=O)CC(C)(C)O2,1,-10,-6,-3,11,-58,1.6,2,-85,-3,-3
COc1ccc(CNC(=O)CCS(=O)(=O)c2cccc3nonc23)cc1,-2,10,5,-5,-3,-6,11,0,0,10,-5
COc1ccc(N(CC(=O)NCc2ccco2)C(=O)CNS(=O)(=O)c2ccc(Cl)cc2)cc1,4,9,9,0,-6,12,2.1,1,-2,10,-7
COc1ccccc1C(=O)NC(=S)NNC(=O)c1sc2ccccc2c1Cl,-1,-20,20,13,-1,0,0.1,-3,-16,8,-4
Cc1cc(C)c2nc(NC(=O)C3CC(=O)N(Cc4ccco4)C3)sc2c1 (stereo not drawn),1,3,0,0,0,9,-0.3,0,11,-12,-1
CCn1cc(CN2CCC(C(=O)Nc3ccc(Oc4ccccc4F)cc3)CC2)c(C)n1,5,-3,-4,-3,-3,3,-0.2,1,14,19,-5
Cn1c(SCC(=O)Nc2ccccc2-c2ccccc2)nnc1-c1ccco1,1,1,6,3,4,9,0.6,0,-4,11,-8
COc1ccc(N(CC(=O)NC2CCCCC2)S(=O)(=O)c2c(C)[nH]c(=O)[nH]c2=O)cc1,8,-3,-2,-3,1,7,-2.0,1,11,-33,-6
